# Screens as filed in PubChem BioAssay.
# tim23-1 inh: tim23-1 yeast growth inhibition. S. cerevisiae tim23-1 growth, BacTiter-Glo luminescence, 24 h. inhibition, % at 20 µM. 1.3% of 330,000 active. AID 463212;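 active means growth inhibition of the mutant yeast at or above 50%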;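 further: temperature-sensitive mutant grown at 25 °C; plate controls were DMSO-treated mutant yeast for no effect and medium wells lacking yeast for full effect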
# APJ ag: activates the human apelin receptor APJ; P35414; CHO-K1 APJ PathHunter beta-arrestin, luminescence; 0% DMSO wells, 100% apelin; activation, % at 20 µM; 0.11% of 330,000 active; AID 2520;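 active means activation more than six SD over the plate average, tested at 20 µM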;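 further: 0% = DMSO alone and 100% = apelin-13 at 10 nM; some results filed as inactive read as strong as hits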
# Target sequence (P35414 whole entry, looked up): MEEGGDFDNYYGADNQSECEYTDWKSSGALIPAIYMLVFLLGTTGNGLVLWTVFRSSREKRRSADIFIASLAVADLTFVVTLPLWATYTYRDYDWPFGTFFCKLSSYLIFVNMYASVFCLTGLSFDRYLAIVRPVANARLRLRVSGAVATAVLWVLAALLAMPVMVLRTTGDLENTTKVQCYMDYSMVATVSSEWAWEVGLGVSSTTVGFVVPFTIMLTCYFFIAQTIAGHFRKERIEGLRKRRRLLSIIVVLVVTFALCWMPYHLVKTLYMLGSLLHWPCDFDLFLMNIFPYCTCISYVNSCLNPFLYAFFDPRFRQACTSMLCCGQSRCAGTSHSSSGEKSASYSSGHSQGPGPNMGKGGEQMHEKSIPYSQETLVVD
#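 Test system: CHO-K1 APJ beta-arrestin complementation cell line | Compound: Single test compound dose, 20 µM final, 1% DMSO | Incubation: Compound 90 min 25 °C, reagent 1 h | Measured by: beta-gal luminescence | Read-out basis: APJ–arrestin association signal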
# UPR CHOP act: apoptotic UPR (CHOP) activation. CHO-CHOP luciferase reporter, luminescence; percent of tunicamycin response over DMSO baseline. activation, % at 10 µM. 0.34% of 330,000 active. AID 449763;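 active means at 10 µM dose, activation of 40% or more, normalized to positive control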;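 further: 100% = tunicamycin at 10 µg/mL and 0% = DMSO alone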
#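 Material: CHO-CHOP cells, stable luciferase reporter of PERK-eIF2a-CHOP signalling; quantity: 500 reporter cells seeded per well; buffer or medium: F12 medium containing 10% fetal bovine serum; compound: one dose, 10 µM in 0.5% DMSO; incubation: 6 h compound treatment, 37 °C; measured by: Steady-Glo luciferase luminescence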
# UPR XBP1 act: adaptive UPR (XBP1) activation; CHO-XBP1 luciferase reporter, IRE1-XBP1 UPR activation, luminescence; percent of tunicamycin response, DMSO as zero; activation, % at 20 µM; 0.33% of 330,000 active;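 active means versus positive control, 20 µM dose yields 30% or more activation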;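 further: 100% = tunicamycin at 10 µg/mL and 0% = DMSO only wells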
#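 Test system: CHO-XBP1 luciferase reporter cells | Buffer or medium: Serum-containing F12 medium, 10% FBS | Schedule: 6 h compound exposure at 37 °C, 5% CO2 | Detection: Steady-Glo luciferase glow luminescence, 10 min after reagent addition | Read-out basis: Activation, % of tunicamycin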
# tim10-1 inh: tim10-1 yeast growth inhibition | S. cerevisiae tim10-1 ts strain growth, BacTiter-Glo, 24 h | inhibition, % at 20 µM | 2.2% of 330,000 active | AID 463190;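 active means inhibition of at least 40%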;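 further: mutant grown at 25 °C; 0% = DMSO wells with yeast and 100% = wells holding no yeast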
# TIM10 inh: TIM10 yeast growth inhibition; 1.4% of 330,000 active; S. cerevisiae TIM10 strain growth, BacTiter-Glo luminescence, 24 h; inhibition, % at 10 µM;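 active means inhibition of 40% or more at the single tested concentration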;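 further: wild-type TIM10 isogenic control strain grown at permissive 25 °C; 0% = DMSO yeast wells and 100% = minimal medium wells without yeast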
# Mdm2 MdmX PPI: disrupts the human Mdm2-MdmX interaction | SaOS-2 split-luciferase Mdm2/MdmX complementation, luminescence | O15151+Q00987 | inhibition, % at 8 µM | 3% of 330,000 active;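 active means inhibition of at least 50% at 8 µM in the primary screen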
# CXCR6 inh: blocks human CXCR6 beta-arrestin recruitment; O00574; CHO-K1 PathHunter CXCR6 beta-arrestin, luminescence; inhibition, % at 20 µM; 0.36% of 360,000 active; in the data active means inhibition above about 34%, passing the limit was not always enough;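 further: antagonist mode with CXCL16 agonist at 10 nM final; 0% = 10 nM CXCL16 with DMSO and 100% = unstimulated wells without agonist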
# Target sequence (O00574 whole entry, looked up): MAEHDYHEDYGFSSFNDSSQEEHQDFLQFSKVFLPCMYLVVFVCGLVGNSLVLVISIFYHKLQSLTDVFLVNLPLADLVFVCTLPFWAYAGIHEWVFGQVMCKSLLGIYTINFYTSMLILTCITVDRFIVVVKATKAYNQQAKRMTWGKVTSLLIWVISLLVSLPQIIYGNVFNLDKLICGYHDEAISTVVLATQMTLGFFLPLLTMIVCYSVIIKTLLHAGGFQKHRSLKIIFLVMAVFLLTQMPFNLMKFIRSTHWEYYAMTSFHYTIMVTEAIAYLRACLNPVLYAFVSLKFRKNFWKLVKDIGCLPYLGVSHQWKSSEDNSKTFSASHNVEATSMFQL
# APJ antag: APJ receptor antagonism. inhibition, % at 20 µM. 0.32% of 330,000 active. AID 2521. CHO-K1 APJ beta-arrestin complementation, luminescence. P35414;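 active means inhibition above about 40% at 20 µM, limit read from the data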;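 further: cells challenged with 10 nM apelin-13 agonist together with compound; plate controls were apelin-13 plus DMSO wells for no effect and DMSO wells lacking apelin-13 for full effect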
# Starred values were filed as active, the others as inactive; . = not tested or not shown. A portion of the library, so the mix of outcomes need not match the whole.
Compound,tim23-1 inh,APJ ag,UPR CHOP act,UPR XBP1 act,tim10-1 inh,TIM10 inh,Mdm2 MdmX PPI,CXCR6 inh,APJ antag
COc1cccc(C2CC(c3cccc(Br)c3)n3nc(N)nc3N2)c1 (stereo not drawn),1.0,-4.6,-1.0,-2.1,18.6,-0.1,6.8,-5.8,21.8
COCCn1cc(C(=O)N2CCC(C)CC2)c2c3ccccc3n(C)c2c1=O,21.3,-1.3,4.0,-1.1,16.0,16.0,-5.2,0.5,8.7
CC(=O)c1ccc(N2CCN(C(=O)c3cc(C)on3)CC2)cc1,0.9,-3.9,0.7,0.3,12.8,8.4,8.3,-4.1,9.2
O=C(Cc1c(F)cccc1Cl)Nc1ncc([N+](=O)[O-])s1,55.4*,-4.0,2.2,1.3,32.8,36.4,-32.6,5.2,22.7
CC(C)(C)OC(=O)N[C@@H](Cc1ccccc1)C(=O)N1CCC(C(=O)NCC(=O)O)CC1,-2.9,-2.8,-1.9,0.1,-1.9,6.7,10.1,0.0,-1.2
CCOC(=O)c1c(C)c(C(=O)OCC)n(C)c1C,25.6,-5.3,2.9,5.8,-5.3,5.9,8.6,1.2,21.5
Cc1ccc(-n2ccnc(SCC(=O)NC3CCCC3)c2=O)cc1Cl,24.0,4.0,-2.7,-3.4,25.3,14.9,3.5,5.6,9.8
Cc1ccc(Cn2c(=O)cc(C(=O)O)c3ccccc32)cc1,12.8,-4.1,0.1,-2.4,0.3,-1.4,-1.5,0.6,-15.7
O=C(Nc1nncs1)C12CC3CC(CC(C3)C1)C2,20.8,-2.0,-0.1,3.0,27.3,9.1,1.9,-2.3,10.6
O=C(CCC(=O)Nc1ccccc1Cl)NNC(=O)Nc1cccc([N+](=O)[O-])c1,-11.8,-2.1,0.8,-5.6,-10.4,-0.8,1.7,-7.3,8.7
O=C(Nc1nc(-c2ccccn2)cs1)C1COc2ccccc2O1 (stereo not drawn),43.3,-3.8,2.5,1.0,24.4,-0.5,64.9*,31.6,10.3
CCC(=O)NC(Nc1nc(C)cs1)(C(=O)OC)C(F)(F)F (stereo not drawn),6.7,-3.9,2.7,-2.5,6.5,4.1,13.4,2.5,12.1
CC(=O)Nc1ccccc1NC(=O)C/C(C)=N/NC(=O)Cc1cccc2ccccc12,10.3,0.7,0.7,0.2,5.2,22.6,6.5,5.5,4.4
COCCn1c(SCC(=O)Nc2ccc(OC)cc2)nnc1-c1ccoc1C,-0.6,-2.2,-0.6,-0.5,-5.4,15.9,18.1,0.0,-1.5
CN1C(=O)/C(=C/C=C2\SCCN2C)OC1=S,-1.3,-1.7,4.7,-3.7,9.3,8.9,-33.2,17.1,26.7

# The list goes on; the last three above are carried over.
Compound,tim23-1 inh,APJ ag,UPR CHOP act,UPR XBP1 act,tim10-1 inh,TIM10 inh,Mdm2 MdmX PPI,CXCR6 inh,APJ antag
CC(=O)Nc1ccccc1NC(=O)C/C(C)=N/NC(=O)Cc1cccc2ccccc12,10.3,0.7,0.7,0.2,5.2,22.6,6.5,5.5,4.4
COCCn1c(SCC(=O)Nc2ccc(OC)cc2)nnc1-c1ccoc1C,-0.6,-2.2,-0.6,-0.5,-5.4,15.9,18.1,0.0,-1.5
CN1C(=O)/C(=C/C=C2\SCCN2C)OC1=S,-1.3,-1.7,4.7,-3.7,9.3,8.9,-33.2,17.1,26.7
CCN(CC)S(=O)(=O)c1cc(NC(=O)COc2ccc(C#N)cc2OC)ccc1C,14.0,0.6,0.0,-2.0,14.4,29.1,1.0,-7.0,-1.2
CCOC(=O)/C=C1\SCC(=O)N1CC(=O)NCc1cccc(Cl)c1,1.9,0.9,2.3,-1.7,-0.8,15.9,-21.7,3.3,-7.6
N#Cc1ccsc1NC(=O)COC(=O)c1ccc(Br)o1,30.7,-2.5,0.7,0.4,27.6,8.9,14.9,6.8,0.0
CCN(CC)c1nc(OCCNC(=O)Nc2ccccc2)nc(N(CC)CC)n1,61.6*,-2.0,-1.3,-4.1,41.8*,26.5,30.2,0.0,6.4
O=C(CSc1nnc(COc2ccc(F)cc2)o1)N1c2ccccc2CCc2ccccc21,24.9,1.2,7.6,-0.4,42.2*,8.3,17.6,16.0,5.7
COc1ccc(-n2c(SCC(=O)Nc3ccc(C(=O)O)cc3)nnc2-c2ccccc2)cc1OC,14.0,-3.2,2.7,-1.4,-8.2,7.9,-7.0,-2.7,-1.6
COc1ccc(CCNS(=O)(=O)c2ccc(N3CCCC3=O)cc2)cc1,13.2,-2.2,2.3,-1.9,18.3,4.1,13.3,-7.8,-5.7
N#Cc1ccsc1NC(=O)CN1CCN(c2ccccc2O)CC1,10.2,-3.6,-2.9,0.1,15.1,5.1,-12.6,-2.7,-0.7
CC1=C(C(=O)OCc2ccccc2)C(c2ccccc2Cl)NC(=O)N1CCCCCC(=O)O (stereo not drawn),1.2,7.6,1.8,0.1,-11.7,11.5,-16.9,-1.3,-4.5
O=C(CCc1nnc(CCCCc2ccccc2)o1)NC1CCCC1,6.6,-1.5,-1.5,-3.0,20.7,-5.4,10.6,2.8,10.1
O=C(Cc1c(F)cccc1Cl)NCCc1c[nH]c2ccccc12,9.8,-2.8,0.6,3.4,9.5,16.8,-6.8,4.9,-4.9
COc1ccc(C)cc1S(=O)(=O)N1CCN(C(=O)c2ncoc2-c2ccc(F)cc2)CC1,22.3,-2.7,0.5,0.9,10.8,-3.7,26.4,-5.0,3.9
COc1ccc(S(=O)(=O)N(C)CC(=O)Nc2ccc(C(N)=O)cc2)cc1OC,4.6,-1.2,0.0,-2.1,5.6,-1.0,11.0,3.4,10.5
Cc1nc(C(=O)NNC(=O)c2ccc(Cl)cc2)cs1,0.2,-0.1,1.7,3.2,4.7,16.4,36.8,-8.9,0.4
N#Cc1nc(/C=C/c2ccccc2)oc1NCCCN1CCOCC1,-10.3,-5.3,5.9,4.9,-6.3,-2.2,-5.7,2.0,-15.3

# A second format for part of the listing above:
CCN(CC)S(=O)(=O)c1cc(NC(=O)COc2ccc(C#N)cc2OC)ccc1C
  tim23-1 inh = 14.0
  APJ ag = 0.6
  UPR CHOP act = 0.0
  UPR XBP1 act = -2.0
  tim10-1 inh = 14.4
  TIM10 inh = 29.1
  Mdm2 MdmX PPI = 1.0
  CXCR6 inh = -7.0
  APJ antag = -1.2
CCOC(=O)/C=C1\SCC(=O)N1CC(=O)NCc1cccc(Cl)c1
  tim23-1 inh = 1.9
  APJ ag = 0.9
  UPR CHOP act = 2.3
  UPR XBP1 act = -1.7
  tim10-1 inh = -0.8
  TIM10 inh = 15.9
  Mdm2 MdmX PPI = -21.7
  CXCR6 inh = 3.3
  APJ antag = -7.6
N#Cc1nc(/C=C/c2ccccc2)oc1NCCCN1CCOCC1
  tim23-1 inh = -10.3
  APJ ag = -5.3
  UPR CHOP act = 5.9
  UPR XBP1 act = 4.9
  tim10-1 inh = -6.3
  TIM10 inh = -2.2
  Mdm2 MdmX PPI = -5.7
  CXCR6 inh = 2.0
  APJ antag = -15.3
N#Cc1ccsc1NC(=O)COC(=O)c1ccc(Br)o1
  tim23-1 inh = 30.7
  APJ ag = -2.5
  UPR CHOP act = 0.7
  UPR XBP1 act = 0.4
  tim10-1 inh = 27.6
  TIM10 inh = 8.9
  Mdm2 MdmX PPI = 14.9
  CXCR6 inh = 6.8
  APJ antag = 0.0

# Additional records
Compound,tim23-1 inh,APJ ag,UPR CHOP act,UPR XBP1 act,tim10-1 inh,TIM10 inh,Mdm2 MdmX PPI,CXCR6 inh,APJ antag
Cc1ccc(C)c(OCc2cc(C(=O)N3CCC(N4CCCC(O)C4)CC3)no2)c1 (stereo not drawn),-0.6,-0.2,0.9,3.2,10.6,1.0,6.8,5.1,-20.1
CC(=O)NC12CC3CC(C1)CC(C(=O)N1CCN(S(=O)(=O)c4cccc(C(F)(F)F)c4)CC1)(C3)C2,6.5,-2.2,-1.6,-1.2,0.0,4.5,17.7,9.3,2.4
Cc1ccccc1SC1CCN(Cc2nc(C3CC3)no2)CC1,8.1,-0.2,-0.1,1.3,36.6,21.9,-7.8,-1.2,11.2
O=C(NCCS(=O)(=O)NC1CCCCC1)c1ccccc1,1.6,10.1,-0.2,-2.4,16.4,-2.3,15.6,9.1,4.5
C=CCNC(=O)/C(=C/c1ccco1)NC(=O)c1ccc(Br)o1,1.4,-4.9,-0.7,-2.8,16.1,1.8,11.4,2.7,20.2
Nc1nonc1N/N=C\c1ccccc1,7.9,-2.3,2.1,-0.2,-1.7,12.2,-16.7,3.7,2.6
CC(=O)COc1nc2c(c(-c3ccco3)c1C#N)CCc1ccccc1-2,11.0,2.5,-1.4,-3.1,20.9,13.5,47.2,.,-8.2
COc1ccc(NC(C)C(=O)Nc2ccc(C(C)(C)C)cc2)cc1Cl (stereo not drawn),36.8,-3.6,-0.3,1.8,33.2,32.7,12.8,-2.5,-8.2
COc1ccc(C(=O)C2CCN(CC(=O)Nc3ccc(OC)cc3OC)CC2)cc1,11.5,-1.5,0.6,-6.7,2.4,11.8,9.9,-1.3,13.9
CCOC(=O)[C@H]1[C@H]2COc3ccc(Br)cc3[C@@H]2N2C(=O)c3ccc(Cl)cc3NC(=O)[C@@]12C,15.0,5.4,-1.0,7.8,8.7,2.6,54.4*,5.4,-7.4
Cn1c(SCCN2CCCCC2)nnc1-c1ccccc1Br,5.0,-4.7,-1.4,2.3,5.2,-24.2,-4.3,-0.6,-1.8
N#C/C(=C(/O)COC(=O)CSc1ccc(Cl)cc1)c1nc2ccccc2[nH]1,-21.7,.,-0.5,-2.6,-3.6,-17.3,9.3,18.1,-10.6
O=C(CSc1nnc(-c2ccncc2)n1Cc1ccccc1)NC1CCCCC1,11.1,-1.9,1.2,-0.8,2.3,-12.7,12.1,-1.7,-0.9
COc1cccc(N2CCN(C(=O)CCC(=O)c3ccc(Cl)s3)CC2)c1,13.7,-2.3,-0.1,-1.3,-29.7,-18.7,-6.8,5.6,4.0
Clc1cccc(-c2nc(-c3ccccn3)no2)c1,-6.0,-3.4,-7.5,-6.2,17.2,0.6,20.9,-1.1,-7.2
COC(=O)c1ccc2c(=O)[nH]c(COC(=O)c3c(-c4ccccc4)noc3C)nc2c1,5.7,-3.8,2.4,-4.3,4.0,7.6,19.4,0.7,3.9
